hcDAF12 agonist: H. contortus DAF-12 nuclear receptor activators, primary screen, cell-based, luminescence, HEK293, lit1-tk-luc reporter; HEK293 hcDAF-12 lit1-tk-luc reporter; 0% DMSO, 100% Δ7-dafachronic acid; activation, % at 6.8 µM; 370,000 tested, 1.4% active;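 active = activation above the mean of all tested compounds plus 3 SD, cut at about 5.5% in these data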;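 also: 100% = response to 3 µM Δ7-dafachronic acid high control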
hgDAF-12 ag: H. glycines DAF-12 receptor agonists, primary screen, cell-based, luminescence, HEK293, GAL4 fusion, UAS-luciferase; HEK293 GAL4-hgDAF12 UAS-luciferase reporter, agonist luminescence; normalized to butyrate control; Nuclear hormone receptor DAF-12 (Heterodera glycines), GAL4 fusion; activation, % at 6.8 µM; 370,000 tested, 1.8% active;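 active = activation above a cutoff set at the mean of all screened compounds plus 3 SD, cut at about 10% in these data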;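 also: 0% = DMSO wells and 100% = sodium butyrate wells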
PG9 Ab binder: binders of HIV-1 gp120 antibody PG9, primary screen, biochemical, TR-FRET; TR-FRET gp120-PG9 antibody binding; inhibition, % at 6.7 µM; 360,000 tested, 0.43% active; in the data active = inhibition above about 8.5%
DAX1 inh-1: DAX1 (NR0B1) inhibitors on StAR promoter, primary screen, cell-based, luminescence, SF-1 (NR5A1), full-length DAX-1. HEK293T StAR-luciferase reporter, SF-1/DAX-1 repression relief. inhibition, % at 6.8 µM. 370,000 tested, 1.1% active. AID 652010, 2013;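 active = inhibition above the mean over all tested compounds plus 3 SD, cut at about 3.6% in these data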;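 also: 0% = DAX-1 cells with DMSO and 100% = cells lacking DAX-1 with DMSO; higher inhibition means more luminescence from relief of DAX-1 repression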
ADAM10 inh: human ADAM10 inhibitors, primary screen, biochemical, QFRET, HTS. inhibition, % at 7 µM. AID 720582, 2013. 370,000 tested, 0.62% active. Disintegrin and metalloproteinase domain-containing protein 10 (Homo sapiens), O14672. recombinant ADAM10, EDANS/DABCYL FRET peptide cleavage, 3 h;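 active = inhibition above a per-campaign cutoff equal to the mean of compounds falling between control-based bounds plus 3 SD, cut at about 20% in these data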;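 also: 0% = DMSO wells while the 100% control is not disclosed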
Target sequence (O14672 214-748 limits assumed): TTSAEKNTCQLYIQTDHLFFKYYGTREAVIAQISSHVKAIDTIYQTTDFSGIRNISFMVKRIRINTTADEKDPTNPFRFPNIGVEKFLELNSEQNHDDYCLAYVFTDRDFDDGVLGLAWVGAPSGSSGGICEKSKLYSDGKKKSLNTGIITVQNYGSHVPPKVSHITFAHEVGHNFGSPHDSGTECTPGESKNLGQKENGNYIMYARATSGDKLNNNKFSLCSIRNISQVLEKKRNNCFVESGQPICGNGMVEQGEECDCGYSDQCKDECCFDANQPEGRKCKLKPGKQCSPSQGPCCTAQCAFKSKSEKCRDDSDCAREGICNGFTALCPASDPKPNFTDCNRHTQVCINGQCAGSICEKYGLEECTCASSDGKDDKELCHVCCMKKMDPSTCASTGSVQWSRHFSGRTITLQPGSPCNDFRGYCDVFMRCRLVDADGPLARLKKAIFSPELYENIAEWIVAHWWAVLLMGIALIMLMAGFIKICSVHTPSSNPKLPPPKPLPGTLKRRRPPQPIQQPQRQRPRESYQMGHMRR
SMARCA2 act: SMARCA2 (BRM) function activators, primary screen, cell-based, luminescence, high throughput | MG213 cells, MMTV-luciferase reporter, dexamethasone, overnight | activation, % at 9.1 µM | 370,000 tested, 1% active | AID 652017, 2013; in the data active = activation above about 7.8%;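 also: 0% = vehicle wells and 100% = reference activator wells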
FXN GAA850 act: FXN promoter activators, primary screen, cell-based, luciferase luminescence, HEK293 lucGAA850; activation, % at 6 µM; AID 540364, 2011; 360,000 tested, 0.56% active; HEK293 lucGAA850 FXN promoter luciferase reporter, 24 h; percent of 10 µM SAHA response;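 active = activation above the average of all compounds screened plus 3 SD, cutoff fixed separately per campaign, cut at about 7.5% in these data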;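 also: 0% = DMSO wells and 100% = 10 µM SAHA wells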
ADAM17 inh: ADAM17 inhibitors, primary screen, biochemical, QFRET; inhibition, % at 6.95 µM; Disintegrin and metalloproteinase domain-containing protein 17 (Homo sapiens), P78536; recombinant ADAM17, EDANS/DABCYL FRET peptide cleavage; 370,000 tested, 0.83% active;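 active = inhibition above the mean of compounds lying between control limits plus 3 SD, set per campaign, cut at about 8.5% in these data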;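 also: 0% = DMSO-only wells as the low control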
GC-A act: GC-A stimulated cGMP production enhancers – HEK293 GC-A cells, cGMP TR-FRET, EC30 ANP, primary screen | activation, % at 10 µM | 0% at EC30 ANP, 100% saturating ANP | 370,000 tested, 0.14% active; in the data active = activation above about 40%
DAX1 inh-2: DAX1 (NR0B1) inhibitors, primary screen, cell-based, HEK293, Gal4-DAX1, luciferase luminescence | Nuclear receptor subfamily 0 group B member 1 (Homo sapiens), P51843 | inhibition, % at 6.75 µM | AID 504766, 2011 | 340,000 tested, 0.99% active | HEK293 Gal4-DAX1 luciferase reporter;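 active = inhibition above the mean over all tested compounds plus 3 SD, cut at about 4.2% in these data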;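 also: 0% = DAX1-transfected cells with DMSO and 100% = empty-vector control cells with DMSO; inhibition shows as a rise in luminescence from relieved DAX1 repression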
Target sequence (P51843 207-470 limits assumed): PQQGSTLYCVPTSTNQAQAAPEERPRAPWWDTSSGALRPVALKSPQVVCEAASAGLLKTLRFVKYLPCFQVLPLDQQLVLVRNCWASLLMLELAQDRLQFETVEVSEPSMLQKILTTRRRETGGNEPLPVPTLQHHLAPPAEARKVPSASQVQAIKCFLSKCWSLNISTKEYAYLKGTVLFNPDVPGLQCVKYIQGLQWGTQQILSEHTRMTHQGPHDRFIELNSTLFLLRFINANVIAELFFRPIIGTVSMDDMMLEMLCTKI
ssDAF-12 act: S. stercoralis DAF-12 nuclear receptor activators, primary screen, cell-based, luminescence, HEK293, GRIP1 co-expression, lit1-tk-luc; 370,000 tested, 1% active; Nuclear hormone receptor DAF-12 (Strongyloides stercoralis); activation, % at 6.8 µM; HEK293 ssDAF-12/GRIP1 lit1-tk-luc reporter; % of 3 µM dafachronic acid response; AID 652126, 2013;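 active = activation above the mean over all tested compounds plus 3 SD, cut at about 0.9% in these data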;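 also: 0% = DMSO-only wells and 100% = 3 µM delta7-dafachronic acid wells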
* hit, by the source's call; · = not tested or not shown.

The line under a structure holds: PG9 Ab binder	FXN GAA850 act	ssDAF-12 act	SMARCA2 act	hgDAF-12 ag	GC-A act	ADAM17 inh	ADAM10 inh	DAX1 inh-1	DAX1 inh-2	hcDAF12 agonist
CCN1C[C@@H]2[C@@H]3C(=O)N(Cc4ccccc4)C(=O)[C@@H]3[C@](CC)(C1=O)N2C(=O)c1ccc(Cl)cc1
 : -2.4	·	-1.1	0	-0.8	1	-3	1	0.5	·	-0.7
CCOc1ccccc1NC(=O)c1cc(-c2ccccn2)nc2ccccc12
 : 0.8	-1.2	-0.8	-2	-1.2	2	0	-12	-2.0	-0.7	-0.4
COC(=O)c1ccc(COc2ccc(C(C)(C)C)cc2)o1
 : -1.4	5.1	-0.9	1	5.2	-9	-1	3	1.2	0.9	1.0
Cc1ccc2[nH]c3c(c2c1)CCCC3C(N)=O (stereo not given)
 : -0.6	3.3	-0.5	-1	-1.1	1	1	-11	-0.5	-0.4	2.5
CCC(CC)COC(=O)C1=C(C)NC(=O)NC1c1ccc2c(c1)OCO2 (stereo not given)
 : -2.5	0.4	-1.6	-1	-3.2	0	4	9	-0.5	-1.6	-2.6
COC(=O)C1CCN(Cc2cn(-c3ccccc3)nc2-c2ccc3c(c2)OCO3)CC1
 : -1.7	0.1	-1.9	-3	1.2	2	0	7	0.6	0.4	1.0
COc1ccccc1Nc1ncnc2nc[nH]c12
 : 0.8	0.5	-1.0	0	0.7	1	-6	-2	0.4	0.0	-0.8
COCCCN1C(=O)C(=O)/C(=C(/O)c2ccc(OCC(C)C)cc2C)C1c1cccnc1 (stereo not given)
 : 2.0	0.8	-1.4	1	-0.3	7	1	5	-0.1	-1.1	2.1
CC(C)(C)C1(O)CC(C(F)(F)F)=NN1C(=O)Cc1ccc([N+](=O)[O-])cc1 (stereo not given)
 : -2.1	0.4	0.3	-2	-1.6	2	1	8	-0.6	-0.6	4.0
Cc1onc(-c2ccccc2)c1C(=O)NCC1CCCO1 (stereo not given)
 : -0.8	1.3	-0.9	1	1.9	5	-3	7	0.0	-1.6	-1.1
CCCCN1C(=O)c2ccc(C(=O)OCC(=O)N3CCN(c4ccccc4)CC3)cc2C1=O
 : 2.5	0.1	-1.0	-1	0.9	3	-6	-20	-0.2	-0.9	1.1
COc1ccc(-c2noc(CCC(=O)NCCCN3CCC(C)CC3)n2)cc1
 : -0.6	2.2	-1.1	-1	-1.8	1	-5	-8	0.2	2.6	-1.6
O=C(CSc1nnc(-c2cccc(F)c2)o1)N1CCCC1
 : 1.2	4.5	-0.9	3	4.0	1	2	0	0.4	1.1	0.9
O=C(NCCc1cccs1)c1ccc(CS(=O)Cc2cccc(Cl)c2)o1 (stereo not given)
 : -1.5	-2.1	-1.5	-2	-1.1	-8	0	-1	0.1	0.7	-0.2
Cc1ccc(NC(=O)CN(C)C(=O)CSc2nnc(N)s2)cc1
 : -1.0	-0.4	-1.4	4	0.3	0	1	1	1.0	0.5	1.4
CCCCC(=O)Nc1cccc(NC(=O)c2cccnc2Cl)c1
 : 0.2	0.3	-1.4	1	0.6	1	1	3	0.4	-1.3	-0.2
Cc1ccccc1OCCC(=O)Nc1ccc(F)c(Cl)c1
 : -3.1	0.0	-1.5	-1	0.9	-5	4	8	-0.5	-1.8	-2.7
O=S(=O)(Nc1nccs1)c1ccc2c(c1)OCCO2
 : -1.3	-0.1	-0.8	0	0.0	1	-3	4	0.7	0.1	0.6
CCn1c(O)c(N=NC(=O)Cc2csc(N3CCOCC3)n2)c2ccccc21
 : -1.7	1.9	-2.2	-4	-5.9	-7	-5	-3	-1.2	-0.2	-2.1
CN(CC(=O)Nc1ccc(F)c(Cl)c1)S(=O)(=O)c1cccc2nsnc12
 : -0.7	1.2	-1.1	0	0.0	-10	0	8	-1.1	-0.7	-1.1
Cc1c(C(=O)O)[nH]c2c1C(=O)CC(c1ccc(Cl)cc1)C2 (stereo not given)
 : -1.0	1.9	-1.0	1	0.6	3	-2	3	-0.4	-0.2	2.8
CC(C)CNC(=O)c1cccc(NC(=O)CCc2ccccc2)c1
 : -2.4	3.9	-0.9	-1	-0.8	0	-1	4	-0.5	-1.6	-0.2
CCc1ccccc1N=Cc1c(C)c(C#N)c2[nH]c3ccccc3n2c1=O
 : 1.1	-1.2	-1.0	-3	2.5	30	-10	-20	0.4	-0.6	1.6
COc1ccc(-c2nnn(CCc3nn[nH]n3)n2)cc1
 : -0.1	-0.6	-1.3	-1	0.8	-1	-6	-8	-0.2	2.0	0.4
CC1CCC(N2CCN(S(C)(=O)=O)CC2)CC1 (stereo not given)
 : 1.1	2.5	0.6	-4	-0.2	-2	0	-2	-0.2	-0.5	-0.1
CCN(Cc1ccccc1)S(=O)(=O)c1ccc(C(=O)N(CCCN(C)C)c2nc3cc4c(cc3s2)OCO4)cc1
 : -0.5	-3.7	-0.6	3	-1.1	-3	4	7	3.1	0.4	-1.9
Cc1coc2cc3oc(=O)cc(C)c3cc12
 : 1.1	0.2	-1.0	0	3.1	-6	-70	-209	-0.1	-1.5	-1.9
CCOC(=O)c1c(C)[nH]c(C)c1C(=O)COC(=O)c1ccc(OC)cc1
 : -0.2	-3.0	-1.5	-1	-2.8	-11	3	3	-0.9	-1.1	-0.7
CCCN(CCC)CCSc1nc(O)c(C(C)C)c(=O)[nH]1
 : 0.3	0.8	-1.4	0	0.6	0	-1	-1	0.0	1.1	0.4
CCOC(=O)c1cnc(SCC(=O)N2CCc3ccccc32)nc1N
 : -0.2	0.1	-1.1	2	-1.1	1	-4	12	0.9	-0.2	1.7

3 of the entries above in order of their number in DAX1 inh-2, descending.
molecule	PG9 Ab binder	FXN GAA850 act	ssDAF-12 act	SMARCA2 act	GC-A act	ADAM17 inh	ADAM10 inh	DAX1 inh-1	DAX1 inh-2	hcDAF12 agonist
CCN(Cc1ccccc1)S(=O)(=O)c1ccc(C(=O)N(CCCN(C)C)c2nc3cc4c(cc3s2)OCO4)cc1	-0.5	-3.7	-0.6	3	-3	4	7	3.1	0.4	-1.9
Cc1c(C(=O)O)[nH]c2c1C(=O)CC(c1ccc(Cl)cc1)C2 (stereo not given)	-1.0	1.9	-1.0	1	3	-2	3	-0.4	-0.2	2.8
CC1CCC(N2CCN(S(C)(=O)=O)CC2)CC1 (stereo not given)	1.1	2.5	0.6	-4	-2	0	-2	-0.2	-0.5	-0.1

(further entries)
The line under a structure holds: PG9 Ab binder	FXN GAA850 act	ssDAF-12 act	SMARCA2 act	hgDAF-12 ag	GC-A act	ADAM17 inh	ADAM10 inh	DAX1 inh-1	DAX1 inh-2	hcDAF12 agonist
CCOc1ccc(-c2n[nH]c(=S)c3ccccc23)cc1
 : 1.3	1.4	-1.3	-1	2.4	0	-2	-6	-0.6	0.5	-2.9
CCOc1ccc(NC(=O)COC(=O)c2c(OC)cccc2OC)cc1
 : -2.8	-1.1	-0.9	-2	0.2	2	1	5	-1.9	-0.3	2.6
Cc1cccc(N(CC(N)=O)C2SC(=O)NC2=O)c1 (stereo not given)
 : 0.1	-0.4	-1.4	0	-0.9	7	-6	4	-0.1	0.8	2.8
CCOc1c(C)cc(S(=O)(=O)NCc2cccnc2)c(C)c1C
 : -1.5	1.6	-1.5	-2	-1.2	6	-2	8	-0.5	-2.0	-0.2
Cc1ccc(-n2nc3cc(C)c(N)cc3n2)cc1
 : 2.0	2.6	2.5*	2	11*	14	-96	-370	3.9*	2.6	15*
CC(=O)Nc1ccc(NC(=O)CS(=O)(=O)Cc2ccccc2)cc1
 : 0.5	0.4	-1.2	-1	4.2	-1	-2	-4	0.6	0.6	0.0
CC(=O)N1CC[n+]2c(-c3ccc(Cl)cc3Cl)csc21
 : -1.6	2.3	-1.6	-2	0.9	4	2	5	-1.4	0.2	-0.5
O=c1[nH]cc(N2CCCCCC2)c(=O)[nH]1
 : -0.5	0.3	-1.0	2	0.9	5	-2	-10	0.0	0.1	-1.8
O=C(CN1CCCC1)NCC(=O)Nc1ccc(F)cc1
 : 1.1	-1.7	-2.3	-3	-0.6	0	-7	1	-0.9	-0.1	-0.9
O=C(CN1CCN(C(=O)c2ccco2)CC1)Nc1ccc2c(c1)OCO2
 : -0.3	2.5	-1.1	1	0.6	0	-3	1	-0.8	0.3	-1.1
Cc1cc(SCc2ccc(Cl)cc2Cl)nc(=O)[nH]1
 : -0.3	1.4	-1.2	-3	0.5	-3	-3	6	-0.6	-0.2	-0.7
O=C(CNC(=O)c1ccc2ccccc2c1)NC1CCCCC1
 : 1.2	1.6	-1.5	-2	1.1	1	-5	-22	-1.0	-0.5	0.1
FC(F)(F)c1ccccc1CNCc1ccncc1
 : 0.6	-0.2	-1.4	-4	-1.5	0	2	4	-1.0	-0.8	-0.6
CCO[C@H]1OC(C(=O)N2CCOCC2)=C[C@@H](C2CC2)[C@@H]1CCCO
 : -1.3	-1.1	-0.7	-1	-0.8	4	-1	6	-0.2	1.5	1.3
Cc1cc(S(=O)(=O)N2CCOCC2)ccc1OCC(=O)Nc1ccccc1F
 : -1.4	-3.1	-1.1	-2	-1.1	2	-3	1	-0.1	0.8	-0.9
CCCCc1nc2cc(C(=O)N3CCN(c4nc(C)cnc4C)CC3)ccc2o1
 : 0.1	1.5	0.2	5	1.2	-3	1	-1	0.1	0.7	0.9
CCc1c(C)sc(NC(=O)Cn2nc(C(F)(F)F)c3c2CCCC3)c1C#N
 : -0.4	2.5	-0.1	2	0.4	0	-1	4	-0.4	1.8	4.6

Compound activity (PubChem BioAssay)
